# Screening results from PubChem.
# CAL PDZ FP-1: blocks peptide binding to the human CAL PDZ domain; Q9HD26; purified CAL PDZ, TMR-peptide fluorescence polarization, 1 h; inhibition, % at 24.9 µM; 0.92% of 300,000 active; AID 602252;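 active means mean inhibition of at least 30% with at least half of replicates also reaching 30%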;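 further: 0% = DMSO neutral control and 100% = excess unlabeled competitor peptide PRC23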
# CAL PDZ FP-2: human CAL PDZ-peptide interaction inhibition | Q9HD26 | purified CAL PDZ, TMR-peptide fluorescence polarization, 1 h | inhibition, % at 20 µM | 0.02% of 330,000 active | AID 504414;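 active means highest replicate inhibition of at least 40%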;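 further: plate controls were DMSO neutral control wells for no effect and unlabeled competitor peptide control wells for full effect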
#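 material = purified tagged CAL PDZ domain construct (CerCALP) | buffer or medium = sodium phosphate/NaCl buffer pH 7.4 with TCEP, IgG, Thesit | reagent = TMR-labelled reporter peptide T*-PRC34 bound in PDZ groove | incubation = 1 h room-temperature incubation prior to read | measured by = fluorescence polarization (mP) | evaluation = percent inhibition from loss of millipolarization | control set = unlabelled peptide and DMSO controls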
# Rtt109 HAT inh: blocks Candida albicans Rtt109/Vps75 acetyltransferase activity; purified Rtt109/Vps75, ThioGlo CoA-SH fluorescence, 4 h; Q5AAJ8; AID 540336; 0.16% of 330,000 active; inhibition, % at 34.9 µM;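 active means inhibition of at least 50% in every replicate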
# SR-BI DiI inh: blocks mouse SR-BI lipid uptake from DiI-HDL; Q61009; 0.96% of 320,000 active; AID 488896; inhibition, % at 12.5 µM; ldlA[mSR-BI] CHO cells, DiI-HDL uptake fluorescence, 3 h;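 active means mean replicate inhibition of at least 70% and a set share of replicates each scoring 70 or more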;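 further: 0% = median of neutral control wells and 100% = median of positive control wells; values of inactives mirror those of a sister screen read the other way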
# NSD2 inh: blocks human histone methyltransferase NSD2; 0.54% of 310,000 active; inhibition, % at 12.5 µM; NSD2 peptide methylation, AlphaScreen, 120 min; O96028; in the data active means inhibition above about 50%
# Target sequence (O96028 whole entry, looked up): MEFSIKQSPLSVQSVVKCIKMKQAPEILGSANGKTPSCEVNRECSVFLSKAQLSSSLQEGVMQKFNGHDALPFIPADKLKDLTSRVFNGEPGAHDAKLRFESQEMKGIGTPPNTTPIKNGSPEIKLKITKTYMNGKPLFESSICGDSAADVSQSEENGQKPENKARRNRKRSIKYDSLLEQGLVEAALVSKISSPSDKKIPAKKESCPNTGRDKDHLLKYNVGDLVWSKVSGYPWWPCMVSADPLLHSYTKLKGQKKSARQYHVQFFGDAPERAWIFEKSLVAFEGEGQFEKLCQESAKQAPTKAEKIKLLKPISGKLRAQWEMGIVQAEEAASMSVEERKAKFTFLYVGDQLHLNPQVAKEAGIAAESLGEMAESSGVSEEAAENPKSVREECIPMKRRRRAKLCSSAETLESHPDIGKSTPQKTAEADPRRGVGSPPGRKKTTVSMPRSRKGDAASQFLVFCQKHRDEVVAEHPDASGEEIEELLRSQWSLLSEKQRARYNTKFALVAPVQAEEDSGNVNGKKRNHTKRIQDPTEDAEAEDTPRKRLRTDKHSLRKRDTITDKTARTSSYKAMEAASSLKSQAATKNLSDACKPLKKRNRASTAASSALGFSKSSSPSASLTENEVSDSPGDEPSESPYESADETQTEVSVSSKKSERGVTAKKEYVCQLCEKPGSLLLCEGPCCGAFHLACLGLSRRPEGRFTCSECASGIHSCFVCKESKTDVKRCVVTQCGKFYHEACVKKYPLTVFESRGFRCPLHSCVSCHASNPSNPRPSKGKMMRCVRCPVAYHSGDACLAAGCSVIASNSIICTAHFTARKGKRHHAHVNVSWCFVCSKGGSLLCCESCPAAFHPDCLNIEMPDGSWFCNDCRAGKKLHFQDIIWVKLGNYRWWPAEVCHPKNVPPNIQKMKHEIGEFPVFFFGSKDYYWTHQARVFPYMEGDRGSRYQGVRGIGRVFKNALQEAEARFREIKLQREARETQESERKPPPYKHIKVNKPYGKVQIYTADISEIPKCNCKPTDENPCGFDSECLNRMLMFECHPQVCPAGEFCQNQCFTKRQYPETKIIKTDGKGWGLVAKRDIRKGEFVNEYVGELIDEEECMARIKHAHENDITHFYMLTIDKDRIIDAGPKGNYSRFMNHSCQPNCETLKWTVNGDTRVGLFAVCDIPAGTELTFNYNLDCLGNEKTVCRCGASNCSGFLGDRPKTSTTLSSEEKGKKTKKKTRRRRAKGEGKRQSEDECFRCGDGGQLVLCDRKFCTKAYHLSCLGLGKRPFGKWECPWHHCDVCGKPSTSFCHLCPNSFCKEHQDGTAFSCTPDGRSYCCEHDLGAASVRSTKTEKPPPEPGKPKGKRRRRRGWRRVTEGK
# SR-BI DiI-HDL act: activators of SR-BI mediated HDL lipid uptake; CHO ldlA[mSR-BI] cells, DiI-HDL uptake fluorescence, 3 h; 100 = double the neutral-control signal; activation, % at 12.5 µM; 0.096% of 320,000 active; AID 504775;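 active means mean replicate activation of at least 60% and every replicate at or above 60%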;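 further: 0% = median plate neutral-control signal and 100% = twice that signal; values of inactives mirror those of a sister screen read the other way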
#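 Test system: SR-BI-overexpressing, LDLR-lacking CHO cells; Also added: labelled HDL, 10 µg/mL; Measured by: bottom-read cell fluorescence after medium removal, ex 550/em 595 nm; Timing: 3 h uptake period with compound, 37 °C; Buffer or medium: F12, 0.5% BSA, 25 mM HEPES; Doses: single compound concentration, delivered by pin transfer.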
# PfHsp90 set2: inhibits growth of yeast expressing Plasmodium falciparum Hsp90 | S. cerevisiae expressing PfHsp90, BacTiter-Glo ATP, 48 h; yeast lacking PDR1 and PDR3 efflux regulators | inhibition, % at 9.4 µM | 0.32% of 310,000 active;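 active means every replicate shows inhibition above about 80%, whatever the replicate mean, limit read from the data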;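 further: 0% = DMSO neutral controls and 100% = 20 µM radicicol positive controls; yeast relying on Plasmodium falciparum Hsp90 in place of its own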
# PvdQ acylase: P. aeruginosa PvdQ acylase inhibition | purified PvdQ acylase, fluorescence plate reader | AID 488965 | 0.063% of 340,000 active | inhibition, % at 10 µM; in the data active means inhibition above about 30%, passing the limit was not always enough;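 further: 0% = vehicle neutral wells and 100% = reference inhibitor wells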
# dFosB act: activators of mouse delta FosB homodimer | P13346 | purified delta FosB, TAMRA-CDK5 oligo fluorescence polarization; percent of positive-control signal above neutral wells | activation, % at 25 µM | 0.99% of 340,000 active | AID 493131;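 active means mean activation above about 17%, with every replicate also reaching it, limit read from the data, passing the limit was not always enough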;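 further: fluorescence polarization rise as delta FosB binds a TAMRA Cdk5 AP-1 oligo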
# MITF act: increases MITF-driven TRPM1 promoter luciferase signal. SK-MEL-5 TRPM1-promoter luciferase, 24 h; % of positive control, neutral wells = 0. 0.75% of 300,000 active. activation, % at 12.5 µM;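 active means mean activation of at least 80% with every replicate also reaching 80%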;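 further: 0% = neutral control wells and 100% = parthenolide positive control wells; values of inactives mirror those of a sister screen read the other way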
# The depositor's hits bear a star; nt = not tested or not shown; + = active, no number.
SR-BI DiI inh	NSD2 inh	CAL PDZ FP-1	dFosB act	MITF act	Rtt109 HAT inh	SR-BI DiI-HDL act	CAL PDZ FP-2	PvdQ acylase	PfHsp90 set2	canonical_smiles
2	nt	-1	3	-5	-5	-2	0.5	2	-8	Nc1nc(-c2ccccc2)nn1C(=O)Cc1ccccc1
40	nt	-1	-3	8	-6	-40	1.3	-2	11	CN(C(=O)c1cccc(NC(=O)Cc2cccc(NC(=O)C3CCN(C(=O)c4ccccc4)CC3)c2)c1)C1CCCC1
33	nt	-2	7	-10	10	-33	-2.5	6	1	Cc1cc(C)cc(OCC(=O)Nc2nc(-c3cccnc3)cs2)c1
-8	nt	-4	-20	20	7	8	-1.3	4	-9	CCOc1ccc(-c2nnc(-c3ccco3)o2)cc1
-34	-2	1	2	-13	3	34	0.1	-8	-10	OCCN1CCOCCN(CCO)CCN(CCO)CC1
-6	-2	-11	-7	13	5	6	-0.9	-12	14	O=S(=O)(NCc1csc(-c2cccs2)n1)c1cccs1
8	-2	1	3	13	5	nt	-2.1	-6	-10	Cc1ccc2c(Cl)c(C(=O)NCCCn3ccnc3)sc2c1
-18	55*	0	-5	-12	7	18	0.5	21	0	Cc1ccc(C(=O)O)cc1-c1ccc(C=C2C(=O)c3ccccc3C2=O)o1
-10	2	-2	7	30	8	10	-1.0	-9	-1	COC(=O)c1ccccc1NC(=O)c1ccc(-c2cccc(Cl)c2)o1
-21	nt	-3	2	8	-3	21	1.3	3	4	COc1ccc(-n2c(SCC(=O)Nc3cc(C)on3)nc3c(c2=O)SCC3)cc1
-2	0	+	2	-19	-10	2	-0.2	-10	7	O=[N+]([O-])c1cccc(S(=O)(=O)Nc2ccc3cn[nH]c3c2)c1
-25	-8	3	0	9	3	25	-0.9	1	22	O=C(c1cnn2cccnc12)N1CCN(Cc2ccc3c(c2)OCO3)CC1
-14	-1	3	-9	1	-18	14	-1.5	0	8	CC(=O)N1CCN(C(=O)c2ccc(NS(=O)(=O)c3ccc(Cl)c(Cl)c3)cc2)CC1
-23	-5	0	-2	2	0	23	-1.0	0	13	CC(=O)N1CCc2cc(S(=O)(=O)NC(CC(C)C)C(=O)Nc3ccc4c(c3)OCCO4)ccc21 (stereo unspecified)
2	3	-2	-9	-8	1	-2	-0.6	-3	-20	Cc1ccc(NC(=O)c2c3c(nc4ccccc24)CCC3)cc1
10	nt	-5	3	9	-4	-10	-0.2	-5	nt	CCCCN1CC[C@H]2C=CC[C@@H](C(=O)Nc3ccccc3)[C@H]2C1=O
24	-3	-4	-28	-24	-35	-24	-5.1	-10	-11	CCC(C)N(C(=O)CSc1nc(-c2cccs2)nc2ccccc12)C1CCS(=O)(=O)C1 (stereo unspecified)
2	-1	14	-11	0	-3	-2	nt	-20	-32	CC(=O)Oc1c(S(=O)(=O)c2ccc(C)cc2)c(C)nn1C(C)(C)C
3	2	-1	1	14	-12	-3	-2.2	-7	-5	CCCn1nnc(NC(=O)c2ccc(Br)o2)n1
-22	nt	-2	5	-3	0	22	-1.0	-7	6	OC[C@H]1O[C@H](OC[C@H]2OC(O)[C@H](O)[C@@H](O)[C@@H]2O)[C@H](O)[C@@H](O)[C@@H]1O (stereo partly specified)

# Further results follow:
SR-BI DiI inh	NSD2 inh	CAL PDZ FP-1	dFosB act	MITF act	Rtt109 HAT inh	SR-BI DiI-HDL act	CAL PDZ FP-2	PvdQ acylase	PfHsp90 set2	canonical_smiles
-29	nt	-4	-3	6	2	29	0.3	0	-5	CCC(=O)NC(C)C(c1cccs1)N1CCN(c2ccccc2)CC1 (stereo unspecified)
-13	0	-2	-4	1	1	13	-2.5	-10	-13	O=C(NCCc1nnc2ccc(N3CCCCCC3)nn12)c1ccccc1F
-7	-6	nt	-13	-1	14	7	-2.5	2	5	NC(=O)c1nsc(C(=O)N(Cc2ccc(F)cc2)C(C(=O)NCC2CCCO2)c2ccc(F)cc2)c1N (stereo unspecified)
0	0	-4	-13	18	nt	0	-1.6	-2	-2	CC(c1ccon1)N(C)Cc1cn[nH]c1-c1ccc(-c2ccccc2)cc1 (stereo unspecified)
-6	3	2	-13	-6	2	6	-1.4	-13	-4	CC(C)(C)c1sc(N)nc1-c1ccccc1
-16	nt	nt	-2	nt	-7	16	-0.9	-17	14	Cc1noc(C)c1S(=O)(=O)NC1CCN(Cc2ccccc2)CC1
-12	-1	1	-4	1	49	12	-2.2	8	5	COc1ccc(/C=C(\C#N)C(=O)OCC(=O)N(C)C2CCS(=O)(=O)C2)cc1 (stereo unspecified)
-14	0	-2	-1	-5	1	14	-0.8	-16	-11	Cc1cc(C(F)(F)F)nn1CC(=O)N1CCCCC1C (stereo unspecified)
-3	nt	-3	4	nt	-6	3	-0.1	-15	3	COc1cc(C2CC(=O)c3c(O)cc(O)cc3O2)ccc1O (stereo unspecified)
2	nt	-4	-2	-10	14	-2	-0.1	-8	-9	CCC(=O)Nc1nc2c(OC)ccc(OC)c2s1
4	13	7	2	3	-16	-4	-0.4	3	-6	COCCn1c(N2CCN(c3ccc(OC)cc3)CC2)nc2c1c(=O)n(C)c(=O)n2C
-18	0	0	-14	1	3	18	-2.2	-16	-16	COc1ccc(C(CNC(=O)c2ccc(NS(=O)(=O)c3ccc(F)c(C)c3)cc2)N2CCOCC2)cc1 (stereo unspecified)
7	-1	nt	-8	-8	-3	-7	-0.8	-11	8	COc1ccc(C(=O)COC(=O)CCN=C2NS(=O)(=O)c3ccccc32)cc1OC
nt	-7	1	-8	2	1	nt	-1.6	-12	2	CC(=O)Nc1ccc(N(CC(=O)NCC2CCCO2)C(=O)CCC(=O)Nc2cc(C)on2)cc1 (stereo unspecified)
-16	-1	5	-22	34	-5	16	-0.5	-15	-12	Cc1cccnc1NC(=O)Nc1cccs1
68	0	-1	-11	12	11	-68	-2.8	0	2	O=C(Nc1nc(-c2cc(F)ccc2F)cs1)c1cccc(N2C(=O)CCC2=O)c1
-4	-1	nt	0	9	-1	4	-0.4	-10	-112	CC(C)CN1C(=O)C(=O)N(CC(=O)NC(C)CCc2ccccc2)C1=O (stereo unspecified)
0	3	nt	-5	-10	24	0	-3.4	1	nt	O=C1c2[nH]nc(-c3ccccc3O)c2C(c2cccc(Cl)c2)N1Cc1ccco1 (stereo unspecified)
18	-2	1	-6	-10	8	-18	-2.2	-8	10	COc1ccc(/C=N/NC(=O)CN(Cc2ccccc2)S(=O)(=O)c2ccc3c(c2)OCCO3)cc1
-9	nt	nt	1	-5	0	9	0.7	-8	-2	COc1cccc(/C=C2\SC(=S)N(c3cccnc3)C2=O)c1OC

# Carrying on:
SR-BI DiI inh	NSD2 inh	CAL PDZ FP-1	dFosB act	MITF act	Rtt109 HAT inh	SR-BI DiI-HDL act	CAL PDZ FP-2	PvdQ acylase	PfHsp90 set2	canonical_smiles
-5	-2	-5	-7	-15	9	5	-2.9	-9	-28	Cc1cc(C)c(NC(=O)CN2C(=O)NC(CCc3ccccc3)C2=O)c(C)c1 (stereo unspecified)
nt	nt	0	2	37	13	nt	-0.9	9	9	O=C(Nc1ccc2nc3n(c(=O)c2c1)CCCC3)c1cncc(Br)c1
0	nt	0	5	6	1	0	-0.1	-2	-11	O=C(CSc1cn(CCNC(=O)c2ccccc2)c2ccccc12)NCc1ccco1
2	13	-3	-1	-1	3	-2	-1.5	-17	20	COc1ccc(NC2CCCN(C(=O)c3cn(C)c4ccccc34)C2)cc1 (stereo unspecified)
-19	-1	1	-11	-3	nt	19	-1.5	0	8	CC(=O)Oc1ccccc1C1C[C@]2(C)CC(=O)NC2N1C(C)=O (stereo partly specified)
-23	10	-6	-7	-5	-2	23	0.5	-5	-5	CCNC(=S)N1CCC(C(O)(c2ccccc2)c2ccccc2)CC1
-14	2	0	-6	-7	-7	14	-2.4	-6	8	Cc1nc(-c2ccc(F)cc2)c(CC(=O)N2CCN(S(=O)(=O)c3ccc(F)cc3)CC2)s1
18	-3	-7	-1	nt	7	-18	-0.9	51*	33	CCOc1ccc(C(=O)Nc2cccc(C)n2)cc1
58	1	-1	-18	-4	5	-58	-0.1	-6	-10	Cc1cccc(-c2cc(C(=O)Nc3c(C)n(C)n(-c4ccccc4)c3=O)c3ccccc3n2)c1
4	-4	-2	2	2	23	-4	-1.6	2	19	CCC(=O)N1CCc2cc(S(=O)(=O)NC(Cc3ccccc3)C(=O)O)ccc21 (stereo unspecified)
12	-2	-3	0	-3	-1	-12	0.1	-8	-73	Cc1nc2cc(C(F)(F)F)ccc2n1C1CCN(C(=O)N2CCOCC2)CC1
11	1	2	-8	0	-7	-11	-3.1	-11	-20	O=C(OCC(=O)N1CCN(c2ccccc2)CC1)c1ccc(O)cc1O
48	-6	nt	0	8	-1	-48	0.4	-8	-6	COc1cc(NC(=O)c2cccs2)c(OC)cc1NC(=O)CCC(=O)Nc1ccc2ncccc2c1
11	-3	nt	-8	-7	4	-11	-0.4	6	7	C=CCN(c1cccc(C(F)(F)F)c1)S(=O)(=O)c1cccc(C(=O)OCC(=O)NC(N)=O)c1
-8	-1	3	6	-58	0	8	0.2	-19	10	O=C(CCCCC(=O)NN=Cc1ccccc1O)NN=Cc1ccccc1O
36	nt	-4	-11	2	-2	-36	-0.2	-11	29	COc1cccc(-c2cc(C(=O)NCC3CCCO3)c3ccccc3n2)c1 (stereo unspecified)
14	-2	-4	-12	41	-1	-14	-3.5	14	23	O=C(CSc1nnc(-c2ccco2)o1)c1ccccc1Cl
3	-4	1	-1	15	4	-3	-0.5	4	-3	Fc1ccc(-c2ccnn2-c2ccccc2)cc1
-8	nt	nt	-51	-3	-9	8	-1.6	-11	5	CCc1nc(Nc2ccncc2)c2oc3ccccc3c2n1
18	0	nt	-4	1	-3	-18	-1.7	-7	-21	COc1cccc(N2CC(NS(=O)(=O)c3ccc(Cl)cc3)CC2=O)c1 (stereo unspecified)
43	1	-5	-7	-12	3	-43	-1.0	-10	-12	CCOc1ccc(OCC)c(NC(=O)C2CCN(S(=O)(=O)c3cccc4nonc34)CC2)c1
-6	-3	-1	-3	5	7	6	-0.4	1	-6	CCN1C(=O)CC(Sc2ccccc2N)C1=O (stereo unspecified)
32	0	-2	-7	6	1	-32	-3.2	-8	-1	COc1ccc(N=Nc2ccc(O)c(P(=O)(c3ccccc3)c3ccccc3)c2)cc1

# Among those listed so far, 3 have a CF3 group.
SR-BI DiI inh	NSD2 inh	CAL PDZ FP-1	dFosB act	MITF act	Rtt109 HAT inh	SR-BI DiI-HDL act	CAL PDZ FP-2	PvdQ acylase	PfHsp90 set2	canonical_smiles
-14	0	-2	-1	-5	1	14	-0.8	-16	-11	Cc1cc(C(F)(F)F)nn1CC(=O)N1CCCCC1C (stereo unspecified)
12	-2	-3	0	-3	-1	-12	0.1	-8	-73	Cc1nc2cc(C(F)(F)F)ccc2n1C1CCN(C(=O)N2CCOCC2)CC1
11	-3	nt	-8	-7	4	-11	-0.4	6	7	C=CCN(c1cccc(C(F)(F)F)c1)S(=O)(=O)c1cccc(C(=O)OCC(=O)NC(N)=O)c1
